High-throughput results from PubChem BioAssay.
IL-1B inflam inh: inhibitors of inflammasome signaling (IL-1 beta secretion). THP-1 LPS/ATP IL-1B secretion, AlphaLISA, 16 h; hits give low values. activity change, % at 57.5 µM. 360,000 tested, 4.7% active. AID 743279; in the data active means activity change below about -50%; inconclusive means mostly about -30% to -49%; further: on the % scale 0 is the no-effect control and ±100 the full control effect
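THP-1 cells pretreated 1 hr with compounds (up to 57.5 uM final), then stimulated with LPS (250 ng/mL final) plus ATP (1.25 mM final); secreted IL-1B measured by AlphaLISA after 16 hr, decreased signal indicating inhibition.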
GLP-1R agonist: GLP-1 receptor (human) agonism. P43220. HEK293 GLP-1R CRE-luciferase, luminescence, 4-6 h; cells express a hypersensitive GLP-1R form. Potency, µM (highest dose often 45.6 µM), for inactives: at the top dose activation, most hits filed as activators. 380,000 tested, 0.007% active. AID 624172; further: potency means the concentration at half of the fitted maximal effect; % of control where 0% means no effect
Target sequence (P43220 whole entry, looked up): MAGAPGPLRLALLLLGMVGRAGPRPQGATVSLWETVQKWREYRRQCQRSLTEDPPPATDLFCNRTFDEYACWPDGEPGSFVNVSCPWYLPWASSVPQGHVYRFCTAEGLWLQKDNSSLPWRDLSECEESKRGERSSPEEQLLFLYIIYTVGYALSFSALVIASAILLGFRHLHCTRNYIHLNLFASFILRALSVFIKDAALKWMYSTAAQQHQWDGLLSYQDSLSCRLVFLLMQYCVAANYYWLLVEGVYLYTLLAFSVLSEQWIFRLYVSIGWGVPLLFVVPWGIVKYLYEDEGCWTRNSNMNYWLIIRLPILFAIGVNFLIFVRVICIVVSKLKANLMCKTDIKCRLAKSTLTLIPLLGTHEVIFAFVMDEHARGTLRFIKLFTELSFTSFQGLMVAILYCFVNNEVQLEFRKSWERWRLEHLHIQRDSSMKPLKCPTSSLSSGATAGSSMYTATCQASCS
HT1080-NT tox: kills 2HG-producing HT-1080-NT fibrosarcoma cells | AID 686970 | HT-1080-NT fibrosarcoma viability, CellTiter-Glo ATP luminescence, 48 h | 360,000 tested, 1.6% active | Potency, µM (top dose mostly 46.1 µM), without a hit: top-dose activity, negative = less viability, actives largely listed as cytotoxic;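 further: NT is the 2HG producing partner of a matched IDH1 knockdown line; potency means the concentration at half of the fitted maximal effect; 0% = DMSO-treated cells and -100% = media-only wells without cells; nearly all actives have a fitted effect of over 55% in size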
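Fibrosarcoma NT cells, 750 per well in 5% FBS RPMI, were exposed to compound for 48 hours. Viability: CellTiter-Glo luminescence.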
KB-V1 cytotox: KB-V1 MDR subline cytotoxicity; KB-V1 MDR cells viability, CellTiter-Glo, 72 h; Potency, µM (top dose mostly 46.1 µM), without a hit: at the top dose activity change, negative = cytotoxicity, most hits filed as cytotoxic; 400,000 tested, 3.4% active; AID 1347076; further: potency means the concentration at half of the fitted maximal effect; on the % scale 0 is the no-effect control and ±100 the full control effect; nearly all actives have a fitted effect of over 60% in size
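qHTS viability screen in drug-selected KB-V1 MDR cells: 72 h compound treatment at 37 degrees C, ATP luminescence end point.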
D3 ag: D3 dopamine receptor (human) agonism. D3R DiscoveRx beta-arrestin cells, luminescence, 90 min. max activation, %. 410,000 tested, 0.58% active; in the data active means max activation above about 30%; further: 0% is about no effect; mostly tested at two doses, the higher about 12 µM
Target sequence (P35462 whole entry, looked up): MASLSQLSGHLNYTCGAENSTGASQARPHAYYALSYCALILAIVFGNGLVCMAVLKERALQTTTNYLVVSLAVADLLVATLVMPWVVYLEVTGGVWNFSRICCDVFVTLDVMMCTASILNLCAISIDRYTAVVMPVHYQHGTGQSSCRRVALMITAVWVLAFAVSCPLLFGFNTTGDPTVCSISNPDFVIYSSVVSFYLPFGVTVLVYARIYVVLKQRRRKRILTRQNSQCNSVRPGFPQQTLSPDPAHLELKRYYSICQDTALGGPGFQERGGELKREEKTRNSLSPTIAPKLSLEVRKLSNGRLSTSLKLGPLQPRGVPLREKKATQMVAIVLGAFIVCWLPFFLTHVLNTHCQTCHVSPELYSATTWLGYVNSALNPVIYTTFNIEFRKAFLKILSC
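Cells at 1500/well, incubated overnight, then treated with pinned compounds (dopamine as control) for 90 min at 37 degrees C. DiscoveRx reagent added for 30 - 60 minutes at room temperature; luminescence read.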
KB-3-1 cytotox: kills parental KB-3-1 adenocarcinoma cells. KB-3-1 viability, CellTiter-Glo ATP luminescence, 72 h. AID 1347075. Potency, µM (series often up to 46.1 µM), for the others: top-dose activity change, negative = cytotoxic, actives largely listed as cytotoxic. 400,000 tested, 1.4% active; further: potency means the concentration at half of the fitted maximal effect; on the % scale 0 is the no-effect control and ±100 the full control effect; nearly all actives have a fitted effect of over 60% in size
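Cells are dispensed, compounds pinned in, plates held at 37 °C for 72 h, then CellTiter-Glo is added and luminescence read after 10 minutes. Cell line: parental KB-3-1 in phenol-red-free DMEM, 10% FBS.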
D3 antag: antagonists of human D3 dopamine receptor | max response, negative = inhibition, % | AID 652054 | 360,000 tested, 2.5% active | D3R cells, DiscoveRx beta-arrestin luminescence, antagonist mode; hits give low values; in the data active means max response below about -50%; inconclusive means no clear call, values can overlap the other calls; further: on the % scale 0 is the no-effect control and ±100 the full control effect; mostly tested at two doses, the higher about 12 µM
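Cells expressing the human receptor were seeded at 1500 cells/well, incubated overnight at 37 degrees C in 5% CO2, then exposed to library compounds with dopamine controls for 90 minutes at 37 degrees C before luminescent detection.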
SW480 rereplic: inducers of DNA re-replication in SW480 colon cancer cells. SW480 DNA re-replication, Hoechst DNA content imaging, 48 h. AID 624297. 340,000 tested, 1.8% active. Potency, µM (doses to about 46.1 µM), inactives show at the highest dose re-replication activation, most hits filed as activators; further: potency means the concentration at half of the fitted maximal effect; % of control where 0% means no effect; nearly all actives have a fitted effect of over 55% in size
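Readout is total intensity of Hoechst-stained nuclei, excited at 405 nm and collected at 500-530 nm. Compound treatment lasted 48 hr at 37 C in 5% CO2 before staining.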
HT1080 IDH1KD tx: kills HT-1080 cells with IDH1 knockdown; 360,000 tested, 2% active; Potency, µM (top dose mostly 46.1 µM), for the others: at the top dose activity, negative = toxicity, usual class: cytotoxic; HT-1080 IDH1 knockdown viability, ATP luminescence, 48 h;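 further: potency means the concentration at half of the fitted maximal effect; 0% = DMSO wells and -100% = cell-free medium wells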
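Knockdown cells (IDH1KD HT-1080) received compounds 2 h after plating at 750 cells/well and were kept 48 h at 37 °C in 5% FBS RPMI. A CellTiter-Glo luminescence read gave % activity for curve fitting.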
* hit, by the source's call; ? = inconclusive; / = not tested or not shown; [ ] = another dose, or the depositor's remark. Unless noted, the call rests on the fitted dose curve; in most records, active means well fitted curve in the direction sought with a large enough effect; inconclusive means small, poorly fitted or top-dose-only effect, or another doubt; inactive means no such curve, though single readings can be large; an effect the other way counts as inactive or inconclusive.

SMILES	IL-1B inflam inh	GLP-1R agonist	HT1080-NT tox	KB-V1 cytotox	D3 ag	KB-3-1 cytotox	D3 antag	SW480 rereplic	HT1080 IDH1KD tx
CC(C)(C)c1ccc(/C=N/OCC(=O)NCc2ccccc2)cc1	5	15%	?	?	23	?	-1	?	?
Nc1n[nH]c2cccc(Cl)c12	-26	3%	-1%	20%	3	5%	6	6%	0%
CCc1ccc(NCc2cc3cc4c(cc3n(CC(=O)Nc3ccc(F)cc3)c2=O)OCCO4)cc1	/	-6%	/	-14%	0	?	/	/	/
Oc1oc(C=Nc2ccc(F)cc2F)c2ccccc12	13	-5%	21%	15%	2	0%	17	-1%	15%
O=C(O)CCC(=O)NCc1cn(-c2ccccc2)nc1-c1cccc(Br)c1	-8	0%	9%	-16%	3	2%	18	-1%	21%
Cc1ccc(S(=O)(=O)NNC(=O)c2ccoc2C)cc1	16	-1%	1%	3%	3	0%	3	-4%	-4%
Cc1ccc(-c2nnc(Nc3ccc(OC(F)(F)Cl)cc3)c3ccccc23)cc1S(=O)(=O)NC(C)(C)CO	/	-4%	/	-13%	2	?	/	/	/
c1ccc(OCCN2CCN(Cc3nc(-c4ccc5c(c4)OCO5)no3)CC2)cc1	15	-4%	-4%	-28%	73*	1%	?	5%	-4%
NCCSC1CC(=O)N(c2ccc(Cl)c(Cl)c2)C1=O (stereo not given)	-7	-2%	5%	-12%	7	0%	13	-6%	0%
COc1ccc2c(c1)C1(Nc3ccccc3-c3nc4ccccc4n31)C(=O)N2C (stereo not given)	-3	-6%	-18%	-23%	6	-8%	?	-2%	-19%
CSCCC(NS(=O)(=O)c1ccccc1F)C(=O)NC(C)c1ccccc1 (stereo not given)	?	1%	0%	-33%	-3	10%	3	-4%	-2%
CCOc1ccc(CNC(=O)CCCn2ccc3cc(S(=O)(=O)N4CCCC4)ccc32)cc1	-7	-7%	-29%	?	2	?	1	-6%	-9%
Cc1c(Cl)cccc1NC(=O)C1=COCCO1	-15	-4%	-1%	1%	-5	-16%	-11	-15%	1%
O=S(=O)(NCC(c1cccnc1)N1CCc2ccccc2C1)c1ccccc1 (stereo not given)	13	-5%	0%	-2%	-4	3%	0	-9%	2%
Nc1nc(SCC(=O)NCCCN2CCOCC2)nc2sc3c(c12)CCC3	23	4%	-4%	5%	-8	-1%	-15	-15%	5%[9.24 µM]
O=C(NNC(=O)c1ccc([N+](=O)[O-])cc1)c1ccc(NS(=O)(=O)c2cccs2)cc1	4	7%	7%	-2%	-4	6%	?	-21%	0%
Cc1cc(C)nc(NS(=O)(=O)c2ccc(NS(=O)(=O)c3ccc(C#N)cc3)cc2)n1	-1	-1%	-1%	/	-21	/	-19	1%	-1%
CCOc1ccc(OCC)c(NC(=O)C2CCN(S(=O)(=O)c3c(C)[nH]c(=O)[nH]c3=O)CC2)c1	11	-1%	-2%	8%	-4	14%	0	?	0%
Cc1cccc(NC(=O)CCCN2C(=O)c3ccccc3C2=O)n1	3	-6%	11%	0%	-4	17%	-6	15%	9%
CCN(C(=O)COC(=O)c1c(C)nsc1NC)c1ccccc1	47	-7%	0%	?	4	-7%	21	?	3%
CSc1nc2c(c(=O)[nH]1)C(c1ccccc1Cl)CC(=O)N2 (stereo not given)	-7	0%	14%	-1%	-1	-2%	-1	-19%	12%
N/C(Cc1cccc2ccccc12)=N\OC(=O)c1cccs1	-11	0%	18%	-2%	-3	5%	-76*	-1%	19%
Fc1ccc(/C=N/n2c(COc3ccccc3)n[nH]c2=S)cc1	32	1%	-1%	18%	1	0%	-11	-6%	-7%
COC(=O)[C@H](Cc1ccccc1)NC(=O)[C@@]1(C)C[C@@H]1[C@@H](NC(=O)OCc1ccccc1)c1ccccc1	18	7%	0%	0%	-9	13%	-15	11%[9.22 µM]	-1%
O=C(CN(c1ccc(Cl)cc1)S(=O)(=O)c1ccc(Cl)c([N+](=O)[O-])c1)NCCc1ccccc1	?	-4%	11%	1%	-1	-9%	?	-15%	-3%
CCN(Cc1ccccc1)C(c1ccc(C)cc1)c1nnnn1C(C)(C)C (stereo not given)	-15	-18%	5%	?	5	?	-21	-2%	1%
Cc1ccccc1NS(=O)(=O)c1ccc(C)c(C(N)=O)c1	0	-2%	6%	12%	-1	0%	7	-3%	0%
C=C(C)[C@@H](O)COc1c2ccoc2cc2oc(=O)ccc12	22	0%	7%	-2%	-9	-2%	59	-9%	0%
CCCNC(=O)c1ccc2c(c1)CCN2S(C)(=O)=O	-11	1%	17%	-2%	1	3%	-22	?	22%
CC1CCC(NC(=O)CSc2nncs2)CC1 (stereo not given)	6	3%	14%	?	-1	-8%	12	-79%[inhibitor]	10%
O=C(N/N=C\c1cccnc1)c1ccccc1O	-17	-3%	19%	5%	5	7%	-20	14%	22%
Cc1cc(=O)oc2cc(OCC(=O)NCCCn3ccnc3)ccc12	-8	-5%	-5%	?	3	-34%	2	-4%	0%
CCCCCCSc1nnc(N)s1	-4	16%	1%	3%	10	-4%	-9	?	-1%
Cc1ccc(-c2[nH]ncc2/C=N/n2c(COc3ccccc3C)nc3ccccc3c2=O)cc1	-99*	-1%	?	?	10	?	11	?	?
COc1ccccc1CNC(=O)Cn1ccc2cc(S(=O)(=O)N3CCCC3)ccc21	-6	6%	-1%	-2%	9	-38%	9	-12%	-7%
CCN(CC)S(=O)(=O)c1ccc(C)c(NC(=S)N2CCN(Cc3ccc4c(c3)OCO4)CC2)c1	-12	6%	?	?	10	23µM*	3	-5%	21µM*
COCCNC(=O)Cn1cc(C(=S)N2CCOCC2)c2ccccc21	18	-5%	-7%	14%	11	6%	0	-16%[1.84 µM]	-10%
O=C(COc1ccc(S(=O)(=O)NC2CCCCC2)cc1)Nc1ccc2c(c1)OCCO2	12	7%	2%	-12%	3	4%	12	-1%	0%
Cc1c(NS(=O)(=O)c2ccc(C(=O)N(C)Cc3cccc(Cl)c3Cl)cc2)c(=O)n(-c2ccccc2)n1C	-19	10%	-5%	-11%	-6	-19%	13	-20%	-1%
COc1ccc(Nc2nc(=O)[nH]nc2C)cc1	-2	-6%	4%	-9%	-10	4%	-19	3%	18%
C(=N\Nc1ccccn1)/c1c[nH]c2ccccc12	-95*	31%	0%	?	7	-11%	-6	-5%	-1%
CCCN1C(=O)C2(/C(=C(\O)c3ccc4c(c3)OCCO4)C(=O)C(=O)N2CCCOC)c2ccccc21 (stereo not given)	0	-11%	-3%[9.24 µM]	2%	-14	0%	16	0%	5%
COc1ccnc(Oc2ccccc2)c1C(N)=O	-4	1%	8%	-6%	-5	7%	-4	-8%	14%
CC(C)OC(=O)CSc1nnc(-c2ccc(O)cc2)n1Cc1ccccc1	-17	-2%	13%	-1%	0	-3%	-15	-4%	8%
COc1ccc(N(CC(=O)N2CCN(Cc3ccc4c(c3)OCO4)CC2)S(=O)(=O)c2ccc(F)cc2)cc1	-16	-8%	-7%	0%	-18	-3%	-51*	9%	-5%
CC12CN3CC(C)(CN(C1)C3c1ccc(Br)cc1)C2 (stereo not given)	-21	-8%	4%	2%	3	-3%	-13	-1%	0%
C/C=C/c1ccc(OCC(O)CN2CCCCC2CC)c(OC)c1 (stereo not given)	-10	-1%	-19%	-29%	-8	-9%	-1	3%	-3%
Cc1cc(C)cc(NC(=S)N2CCC(N(C)CC3CCCO3)CC2)c1 (stereo not given)	-5	0%	-14%	-4%	9	-9%	7	3%	0%

The list goes on, overlapping the part above by 3 compounds.
SMILES	IL-1B inflam inh	GLP-1R agonist	HT1080-NT tox	KB-V1 cytotox	D3 ag	KB-3-1 cytotox	D3 antag	SW480 rereplic	HT1080 IDH1KD tx
CC12CN3CC(C)(CN(C1)C3c1ccc(Br)cc1)C2 (stereo not given)	-21	-8%	4%	2%	3	-3%	-13	-1%	0%
C/C=C/c1ccc(OCC(O)CN2CCCCC2CC)c(OC)c1 (stereo not given)	-10	-1%	-19%	-29%	-8	-9%	-1	3%	-3%
Cc1cc(C)cc(NC(=S)N2CCC(N(C)CC3CCCO3)CC2)c1 (stereo not given)	-5	0%	-14%	-4%	9	-9%	7	3%	0%
CCOc1ccc(CCNC(=O)COC(=O)Cc2c[nH]c3ccccc23)cc1OCC	12	2%	2%	15%	-11	20%	-2	-7%	3%
Cc1cc(C)nc(Nc2nc3ccccc3o2)n1	-76*	1%	2%	?	-15	-5%	-18	-40%[inhibitor]	-2%
CCC(CC)CN1CCN=C1N(C)C	9	-4%	14%	-1%	8	18%	-14	-1%	11%
O=C(COc1ccc(Cl)cc1)Nc1ccc(Cc2ccncc2)cc1	-71*	16%	-1%	?	7	6%	-25	-11%	-19%
COc1cccc(CNC(=O)c2ccc3c(c2)S(=O)(=O)N=C2CCCCCN23)c1	15	9%	-2%	-1%	4	18%	5	-2%	-4%
CCN(CC)S(=O)(=O)c1ccc(OC)c(NC(=O)CSc2ccccc2)c1	0	6%	-5%	-26%	0	-2%	-13	-1%	-9%
COc1ccccc1C(=O)NCCC(=O)Nc1nc2ccccc2[nH]1	?	10%	-11%	-4%	-6	3%	-18	-34%[inhibitor]	-5%
CCC(C(=O)O/N=C(\N)c1cccc(C)c1)c1ccccc1 (stereo not given)	18	-6%	0%	2%	0	-3%	10	3%	-9%
O=C(Nc1nc2ccccc2[nH]1)C1CCN(C(=O)c2ccc(F)cc2)CC1	-10	1%	1%	12%	-2	-1%	14	-61%	-5%
NS(=O)(=O)c1ccc(NC(=O)c2c(F)cccc2Cl)cc1	37	0%	-1%	0%	2	4%	6	-16%	-1%
O=C(CSc1nc2c(c(=O)[nH]1)CCC2)Nc1cccc(F)c1	10	1%	-17%	-3%	1	-1%	14	-19%	-3%
COc1ccc(N2CCN(C(c3ccccc3)c3nnnn3C(C)(C)C)CC2)cc1 (stereo not given)	-15	9%	8%	-2%	6	-10%	-11	/	6%
